CHT inh: inhibits the human high affinity choline transporter; AID 488975; Q9GZV3; B-score at 10 µM; 310,000 tested, 0.86% active; CHT-expressing cells, membrane potential dye, choline response; hits give low values;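 active means B-score over 3 SD under the library average, and starting fluorescence ratio not unusually high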;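 further: choline stimulus applied at its EC90 after an EC20 pre-addition; B-score computed on integrated fluorescence ratio after choline addition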
Target sequence (Q9GZV3 whole entry, looked up): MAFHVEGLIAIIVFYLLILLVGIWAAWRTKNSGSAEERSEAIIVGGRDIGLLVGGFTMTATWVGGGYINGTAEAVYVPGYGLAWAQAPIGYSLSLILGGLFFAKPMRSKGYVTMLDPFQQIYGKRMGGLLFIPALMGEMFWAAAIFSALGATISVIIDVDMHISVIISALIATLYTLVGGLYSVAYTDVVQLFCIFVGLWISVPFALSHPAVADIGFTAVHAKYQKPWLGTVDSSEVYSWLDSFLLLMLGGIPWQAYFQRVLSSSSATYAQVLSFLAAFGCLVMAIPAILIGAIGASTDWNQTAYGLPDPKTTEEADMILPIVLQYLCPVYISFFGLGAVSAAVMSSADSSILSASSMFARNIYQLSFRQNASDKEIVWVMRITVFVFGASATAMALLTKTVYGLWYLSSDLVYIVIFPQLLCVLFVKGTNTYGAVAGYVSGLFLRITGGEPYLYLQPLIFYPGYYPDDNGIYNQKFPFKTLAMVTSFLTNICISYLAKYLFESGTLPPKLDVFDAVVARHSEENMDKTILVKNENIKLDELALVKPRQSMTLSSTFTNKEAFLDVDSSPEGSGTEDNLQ
CHT PAM: allosterically activates the human high affinity choline transporter; Q9GZV3; CHT-expressing cells, membrane potential dye, choline EC20; hits give high values; LV-AA mutant CHT in HEK293 cells; B-score at 10 µM; 310,000 tested, 0.49% active;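 active means initial fluorescence not abnormally high and integrated response B-score, plate-corrected, over 3 SD above library mean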
The depositor's hits bear a star; i = inactive.

Preview:
Fields: CHT inh | CHT PAM
> O=C(CSc1nnc(Cc2ccccc2)o1)NCCc1ccccc1
 : i | i
> CC1(C)CC(=O)C(C=NCC(O)c2ccccc2)=C(O)C1 (centres undefined)
 : i | i
> CC(C)(C)OC(=O)N1CCN(CCNC(=O)c2ccccc2)CC1
 : i | i

Main list, from the first entry:
Fields: CHT inh | CHT PAM
> O=C(CSc1nnc(Cc2ccccc2)o1)NCCc1ccccc1
 : i | i
> CC1(C)CC(=O)C(C=NCC(O)c2ccccc2)=C(O)C1 (centres undefined)
 : i | i
> CC(C)(C)OC(=O)N1CCN(CCNC(=O)c2ccccc2)CC1
 : i | i
> Cc1ccc(-n2c(Cc3ccccc3)nnc2SCC(=O)NNC(=O)Cc2ccccc2)cc1
 : i | i
> CCCc1c(NC(=O)Nc2ccc(Cl)cc2Cl)cnn1-c1ccccc1
 : i | i
> O=C(NCCCn1ccnc1)c1cc(C(=O)C2CCCCC2)c[nH]1
 : i | i
> NS(=O)(=O)c1ccc(CNC(=O)c2cc(-c3cccnc3)nc3ccc(Br)cc23)cc1
 : i | i
> COc1ccc(N(CC(=O)N2CCN(c3ccc(Cl)cc3)CC2)S(=O)(=O)c2c(C)n[nH]c2C)cc1
 : i | i
> O=C(O)/C=C/C(=O)Nc1ccc(Oc2ncnc3cc(Cl)ccc23)nc1
 : i | i
> CN(C)C(=O)C12CCC(C)(c3nc4ccccc4nc31)C2(C)C (centres undefined)
 : i | i
> O=C(CCN1C(=O)c2cccc3cccc(c23)C1=O)N1CCN(c2ccccc2F)CC1
 : i | i
> Cc1ccc(S(=O)(=O)N(CC(O)CN2C(=O)NC(C)(C)C2=O)c2cccc([N+](=O)[O-])c2)cc1 (centres undefined)
 : i | i
> CCOC(=O)c1c(NC(=O)COC(=O)c2nc(Cl)ccc2Cl)sc2c1CCC2
 : i | i
> C=CCC(NCc1ccccc1)c1ccc(C)o1 (centres undefined)
 : i | i
> Cc1ccc(-c2ccc(CCC(=O)O)n2NC(=O)c2ccc([N+](=O)[O-])cc2)cc1
 : i | i
> O=C(NC1CCCCC1)C(c1ccc2ncccc2c1)N(Cc1ccc2c(c1)OCO2)C(=O)c1cccs1 (centres undefined)
 : -10.3* | i
> CCCn1c(N)c(C(=O)CSc2n[nH]c(-c3ccc(C)cc3)n2)c(=O)[nH]c1=O
 : i | i
> Cc1cc(C)c(C#N)c(Nc2cccc(C)c2C)n1
 : i | i
> CC1CCN(S(=O)(=O)c2ccc3c(c2)n(C)c(=O)n3C)CC1
 : i | i
> CCCCNC(=O)C1c2cc(OC)c(OC)cc2C(=O)N(C)C1c1ccc(OC)cc1 (centres undefined)
 : i | i
> CC(=O)OC(Cn1nc(C)cc1C)c1ccccc1 (centres undefined)
 : i | i
> Cc1ccc(NC(=S)NC(NC(=O)c2ccccc2)C(Cl)(Cl)Cl)c(C)c1 (centres undefined)
 : i | i
> COc1ccccc1CN(C)C(=O)c1ccccc1Sc1ccccc1C#N
 : i | i
> CC(C)(C)C(=O)NC(=S)Nc1sc2c(c1C#N)CCCCC2
 : i | i
> Cc1ccc(S(=O)(=O)NN2C(=O)/C(=C/c3cccc(F)c3)SC2=S)cc1
 : i | i
> O=C(NNC(=O)c1ccccc1[N+](=O)[O-])Nc1ccc(Cl)cc1
 : i | i
> Cc1ccc(S(=O)(=O)Cc2nc3ccccc3c(=O)[nH]2)cc1
 : i | i
> CCOC(=O)CCCNC(=O)CN1C(=O)NC(c2ccccc2)(c2ccccc2)C1=O
 : i | i
> c1ccc(-c2ccc(-c3cn4c(n3)CCC4)cc2)cc1
 : i | i
> CC(=O)c1ccccc1OCC(O)Cn1ccnc1 (centres undefined)
 : i | i
> COc1ccc(S(=O)(=O)N2CCCCCC2)cc1C(=O)N(C)Cc1cccs1
 : i | i
> COc1ccc(NC(=O)c2cc(-c3ccc(C)cc3)on2)cc1OC
 : i | i
> CC(CCc1ccccc1)NC(=O)CCNC(=O)Cn1ccc2ccccc2c1=O (centres undefined)
 : i | i
> CN(CC(=O)O/N=C(\N)c1ccccn1)S(=O)(=O)c1ccc(Br)cc1
 : i | i
> Cc1ccc(-c2csc3ncnc(-n4cnc5ccccc54)c23)cc1
 : -7.53* | i
> CCC1C(=O)N=C(SCC(=O)Nc2ccc(Br)cn2)NC1=O (centres undefined)
 : i | i
> Cc1ccc(C(=O)N(Cc2nc(-c3ccc(C)cc3)no2)C(C)C)cc1
 : i | i
> Cn1c(=O)c2c(nc(NCc3ccccc3)n2C)n(C)c1=O
 : i | i
> O=C(NC1CCS(=O)(=O)C1)c1cccc(S(=O)(=O)N2CCCCC2)c1 (centres undefined)
 : i | i
> Cc1cc(C)n2c(SCc3ccc(Cl)cc3Cl)nnc2n1
 : i | i

Compound profiles, from the list above:
CC(CCc1ccccc1)NC(=O)CCNC(=O)Cn1ccc2ccccc2c1=O (centres undefined) across the screens: CHT inh = i; CHT PAM = i
Cc1ccc(C(=O)N(Cc2nc(-c3ccc(C)cc3)no2)C(C)C)cc1 across the screens: CHT inh = i; CHT PAM = i
COc1ccc(NC(=O)c2cc(-c3ccc(C)cc3)on2)cc1OC across the screens: CHT inh = i; CHT PAM = i

Remaining list, next part.
Fields: CHT inh | CHT PAM
> Cc1cc(C)n(-c2ccc(Cl)c(C(=O)OCC(N)=O)n2)n1
 : i | i
> CCc1ccc(OCc2nnc(SCC(=O)N3CCOCC3)o2)cc1
 : i | i
> CC(C)N1CCN(Cc2ccc(C#CC(C)(C)O)s2)CC1CCO (centres undefined)
 : i | i
> COc1ccc(CNC(=O)c2csc(Cc3ccc(OC)cc3)n2)cc1
 : i | i
> CCc1nnc(NC(=O)C2CC(=O)N(Cc3ccco3)C2)s1 (centres undefined)
 : i | i
> O=C(NCc1ccc2c(c1)OCO2)c1cccc(Cl)c1
 : i | i
> COc1ccc(-n2c(SCC(=O)N/N=C(\C)c3cccnc3)nc3ccccc3c2=O)cc1
 : i | i
> O=c1ccn(Cc2ccccc2Cl)cc1
 : i | i
> CCCCN(C)CCNC(=O)CN1C(=O)CSc2ccc(S(=O)(=O)N3CCOCC3)cc21
 : i | i
> CC1CCN(Cc2nnnn2-c2ccc(Cl)cc2)CC1
 : i | i
> Cc1ccc(S(=O)(=O)N2CCN(C(=O)COC(=O)COc3ccccc3)CC2)cc1
 : i | i
> CN1CCN(NC(=O)c2ccc(Cl)c([N+](=O)[O-])c2)CC1
 : i | i
> O=C(CCS(=O)(=O)Cc1cccc(Cl)c1)NCCc1ccccc1
 : i | i
> CCn1c(CNC(=O)C2CCCCC2)cc2ccccc21
 : i | i
> CC(C)C[C@H](NC(=O)N1CCn2c1nc1ccccc12)C(=O)NCc1ccc2c(c1)OCO2
 : i | i
> Cc1cc(C)n2nc(C(=O)Oc3ccc4c(c3)OCO4)nc2n1
 : i | i
> CCCCCCP(=O)(O)c1ccccc1
 : i | i
> COc1ccc(Nc2nc3ccccc3n3cnnc23)cc1
 : i | i
> O=C(C[n+]1ccccc1)Nc1nc2ccccc2s1
 : i | i
> Cn1cccc1CNCC(O)c1ccccc1 (centres undefined)
 : i | i
> COC(C(=O)Nc1ccccc1C(=O)N1CCOCC1)c1ccccc1 (centres undefined)
 : i | i
> Cc1ccccc1CN(c1ccc(C(N)=O)cc1)S(C)(=O)=O
 : i | i
> COc1cc(NC(=O)CSc2nc3ccccc3cc2Cc2ccccc2)cc(OC)c1
 : i | i
> O=c1c2c(nc3nc(NCc4cccc5ccccc45)[nH]n13)CCC2
 : i | i
> Cc1cc(Br)ccc1NC(=O)CN(C)Cc1cccs1
 : i | i
> CCCCS(=O)(=O)/C=C\C=C/S(=O)(=O)CCCC
 : i | i
> O=[N+]([O-])c1cc([N+](=O)[O-])c(Oc2cc(F)cc(F)c2)cc1NN1CCCCC1
 : i | i
> CCN=c1scc(-c2ccco2)n1/N=C/c1ccc(O)cc1
 : i | i
> N#Cc1c(-c2ccccc2)cc(-c2ccc(O)cc2)nc1N
 : i | i
> O=C(c1ccc(F)cc1)C1CCN(C(=O)Nc2ccc(F)cc2F)CC1
 : i | i
> Cc1ccccc1-n1c(=O)c2c(n3cnnc13)-c1ccccc1CC21CCCCC1
 : i | i
> COc1ccc(OC)c(NS(=O)(=O)c2ccc3c(c2)n(C)c(=O)n3C)c1
 : i | i
> CCN1C(=O)c2cccc3c(S(=O)(=O)Nc4ncccc4C)ccc1c23
 : i | i
> CCc1ccccc1NC(=O)CCCN1C(=O)c2cccnc2C1=O
 : i | i
> COc1ccc(C(=O)Nc2ccccc2N2CCOCC2)cc1[N+](=O)[O-]
 : i | i
> Cc1ccccc1Oc1cccc(C(=O)/C(C#N)=C/N(C)C)c1
 : i | i
> Cc1ccccc1OCC(=O)NCC(=O)OCc1ccc(Br)cc1
 : i | i
> CC1CCN(S(=O)(=O)c2ccc(NC(=O)c3ccco3)cc2)CC1
 : i | i
> COc1ccc(/C=N/NC(=O)c2ccncc2)cc1CN1CCN(c2ccc(F)cc2)CC1
 : i | i
> CCc1cc(CN2CCOCC2)c(NC(=O)c2ccccc2)s1
 : i | i
> COc1ccccc1OCCSc1nc2ccccc2n1CCC(=O)O
 : i | i
> O=C(/C=C/Nc1ccc(S(=O)(=O)Nc2ncccn2)cc1)c1ccc2ccccc2c1
 : i | i
> CCn1cc(C(=O)NC2CCCCC2)c(=O)c2cc(S(=O)(=O)N(C)C)ccc21
 : i | i
> Cc1cc(N(CN2CCCC2=O)C(=O)c2ccc(F)cc2)no1
 : i | i
> Cc1cc(C)n(-c2nc(NC(C)C)nc(NC(C)C)n2)n1
 : i | i
> CCCN(CCC)C(=O)Cn1ccc(=N)c2ccccc21
 : i | i
> COc1ccc(CCNC(=O)CCC(=O)NC2CCCC(C)C2C)cc1OC (centres undefined)
 : i | i
> CCn1c(=NC(=O)C2COc3ccccc3O2)sc2c(OC)ccc(OC)c21 (centres undefined)
 : i | i
> CCN(CC(=O)Nc1c(F)cccc1F)C(=O)c1ccc(-c2ccccc2)cc1
 : i | i
> O=C(O)CCC(=O)Nc1ccc(Cc2ccc(NC(=O)CCC(=O)O)cc2)cc1
 : i | i

Continuation:
Fields: CHT inh | CHT PAM
> CCC(=O)Nc1ccc(C(=O)Nc2cccnc2)cc1
 : i | i
> CCC(C)(C)C1CCc2[nH]nc(C(=O)N/N=C(\C)c3ccco3)c2C1 (centres undefined)
 : i | i
> CC(C)c1ccc2[nH]c(O)c(N=NC(=O)c3cccc(S(=O)(=O)N4CCCCC4)c3)c2c1
 : i | i
> CCCOC(=O)c1ccc(NC(=O)c2cc(Cl)ccc2OC)cc1
 : i | i
> Cc1cccc2c(C(=O)Nc3ccc(Br)cc3)cc(-c3ccccn3)nc12
 : i | i
> O=C(CN1C(=O)C2C3C=CC(C3)C2C1=O)Nc1ccc2c(c1)OCCO2 (centres undefined)
 : i | i
> COc1ccc(NC(=O)CN(c2ccccc2)S(=O)(=O)N(C)C)cc1OC
 : i | i
> CCOC(=O)c1nnc(-c2ccccc2)nc1Oc1ccc(Cl)cc1
 : i | i
> CC1CC(=O)c2c(cc3c(-c4c(O)cc(O)c5c(O)c6c(cc45)OC(C)CC6=O)c(O)cc(O)c3c2O)O1 (centres undefined)
 : i | i
> CCOC(=O)C(C)Oc1cccc2c(=O)n(CC(=O)NCc3ccccc3)ccc12 (centres undefined)
 : i | i
> O=C(CSc1ncnc2c(-c3ccc(Cl)cc3)nsc12)c1ccccc1
 : i | i
> Cc1cc(SCc2ccccc2C)nc(=O)[nH]1
 : i | i
> CCOC(=O)Cc1csc(SCC(=O)N(CC(C)C)c2c(N)n(Cc3ccccc3)c(=O)[nH]c2=O)n1
 : i | i
> COc1ccc(/C=N\NC(=O)c2cc(OCC(F)(F)F)ccc2OCC(F)(F)F)cc1
 : i | i
> COc1ccc(Cn2c(C)c(C)c(C#N)c2NC(=O)Nc2cccc(C)c2)cc1
 : i | i
> O=C(C1=C[C@H](c2ccc(C(F)(F)F)cc2)C[C@H](OCCCCO)O1)N1CCOCC1
 : i | i
> CCCOc1ccc(C(=O)NCC2OCCc3ccccc32)cc1OC (centres undefined)
 : i | i
> [N-]=[N+]=N[C@@H](CCN1CC[C@H](O)CCC1=O)c1ccccc1
 : i | i
> Cc1cc(NC(=O)CSc2nnc(N)s2)c([N+](=O)[O-])cc1C
 : i | i
> Cc1ccc(-c2nc(-c3cccnc3)no2)cc1
 : i | i
> CC(C)n1ncc2c(C(=O)O)cc(C3CC3)nc21
 : i | i
> C=CCOc1ccc(C2c3c(oc4ccccc4c3=O)C(=O)N2CCCN2CCOCC2)cc1 (centres undefined)
 : i | i
> COc1ccc(OCC(O)CN2CCCCCC2)cc1 (centres undefined)
 : i | i
> CC(=O)c1cnc(Oc2cc(Cl)ccc2Cl)nc1C
 : i | i
> O=C(c1ccc(C(=O)N2CCOCC2)nc1)N1CCOCC1
 : i | i
> COc1ccc(N(CC(=O)Nc2ccc(C)cc2C)S(=O)(=O)c2c(C)n[nH]c2C)cc1
 : i | i
> COc1ccc(N2CCN(C(c3cc(OC)ccc3OC)c3nnnn3CC3CCCO3)CC2)cc1 (centres undefined)
 : i | i
> CCC1(c2ccc(Cl)cc2)NC(=S)N(c2ccccc2)N1 (centres undefined)
 : i | i
> COc1ccccc1NC(=O)CC(c1ccc(F)cc1)c1ccco1 (centres undefined)
 : i | i
> COc1cccc(NC(=S)Nc2cccnc2)c1
 : i | i
> O=C(NCCC1CCCCN1S(=O)(=O)c1ccccc1)C(=O)Nc1ccc(F)cc1 (centres undefined)
 : i | i
> COC(=O)COc1cccc2c(=O)n(CC(=O)NCCc3ccc(OC)c(OC)c3)ccc12
 : i | i
> COC(=O)c1cc([N+](=O)[O-])c(-n2ccnc2)c([N+](=O)[O-])c1
 : i | i
> O=C(CS(=O)(=O)Cc1ccccc1)Nc1nc2c(s1)CCCC2
 : i | i
> CCCCOC(=O)Nc1nnc(CCOCC)s1
 : i | i
> CCc1nc2sc3c(c2c(=O)n1NC(=O)CCl)CCCC3
 : i | i
> Cc1[nH]c(C)c(S(=O)(=O)N2CCN(c3ccccc3)CC2)c1C(=O)N1CCCC1
 : i | i
> CNC(=O)c1c(NC(=O)C2=COCCO2)sc2c1CCN(C(=O)OC)C2
 : i | i
